Screening results as filed in PubChem.
MIN6 prolif: inducers of beta-cell replication in MIN6 cells; MIN6 cells proliferation, ATPlite luminescence, 48 h; cells starved in 0.2% serum; 100% = growth in 10% serum; proliferation, % at 10 µM; actives 0.29% (n = 330,000);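 active means compounds whose signal lies at least 3.5 SD above the mean of all wells on their plate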;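 further: 0% = DMSO-treated cells in low-serum medium and 100% = 10% serum control; some compounds called inactive have numbers as strong as hits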
APOBEC3A inh: blocks human APOBEC3A ssDNA deamination; inhibition, % at 20 µM; AID 493011; actives 0.41% (n = 330,000); P31941; recombinant A3A, FAM/TAMRA ssDNA deamination fluorescence;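 active means at least 40% inhibition at 20 µM here, with at most 30% in a related deaminase screen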;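 further: plate controls were A3A with DMSO for no effect and wells lacking A3A enzyme for full effect; some results filed as inactive read as strong as hits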
Target sequence (P31941 whole entry, looked up): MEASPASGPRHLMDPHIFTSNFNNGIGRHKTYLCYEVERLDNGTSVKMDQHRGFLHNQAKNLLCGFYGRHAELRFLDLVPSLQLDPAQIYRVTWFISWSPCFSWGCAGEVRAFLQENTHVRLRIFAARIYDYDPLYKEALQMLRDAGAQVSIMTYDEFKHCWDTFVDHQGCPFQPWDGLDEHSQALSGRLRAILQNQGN
hIAP act: increases human intestinal alkaline phosphatase activity. P09923. purified human IAP, CDP-Star luminescence, 30 min; stronger effect = higher value; 1 = vehicle-only enzyme, 0 = enzyme-free background. activation factor at 10 µM. actives 0.16% (n = 330,000). AID 2524;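 active means activation factor of the enzyme at least 2-fold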; further: the source names both 10 and 20 µM as test concentration; values of inactives mirror those of a sister screen read the other way
Target sequence (P09923 whole entry, looked up): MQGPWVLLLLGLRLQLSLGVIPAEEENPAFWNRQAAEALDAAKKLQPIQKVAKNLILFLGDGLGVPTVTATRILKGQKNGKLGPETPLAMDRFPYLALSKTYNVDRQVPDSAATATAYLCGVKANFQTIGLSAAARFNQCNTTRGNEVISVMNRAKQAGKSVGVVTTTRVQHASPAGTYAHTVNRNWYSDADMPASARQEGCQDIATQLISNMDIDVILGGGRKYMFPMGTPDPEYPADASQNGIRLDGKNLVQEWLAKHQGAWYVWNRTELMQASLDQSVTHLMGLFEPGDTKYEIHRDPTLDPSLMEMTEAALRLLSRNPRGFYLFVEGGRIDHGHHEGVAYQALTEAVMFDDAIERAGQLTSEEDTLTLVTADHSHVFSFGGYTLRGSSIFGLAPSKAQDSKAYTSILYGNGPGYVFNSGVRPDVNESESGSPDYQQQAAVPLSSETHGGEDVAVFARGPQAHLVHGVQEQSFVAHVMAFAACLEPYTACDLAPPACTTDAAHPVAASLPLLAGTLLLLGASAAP
mIAP activ: increases mouse intestinal alkaline phosphatase activity; muIAP, CDP-Star luminescence, 30 min; stronger effect = higher value; 1 = vehicle-only enzyme signal, 0 = enzyme-free wells; activation factor at 10 µM; actives 0.24% (n = 330,000);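 active means activation factor of at least 2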; further: the source names both 10 and 20 µM as test concentration; values of inactives mirror those of a sister screen read the other way
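Assay system: mouse IAP enzyme; Reagent: CDP-Star chemiluminescent phosphatase substrate; Compound: DMSO-dissolved test compounds; Incubation: 30 min, room temperature; Technique: luminescence from enzymatic CDP-Star hydrolysis; Controls: DMSO-only wells and no-enzyme negative control.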
A3G deaminase: APOBEC3G (human) deaminase inhibition | Q9HC16 | recombinant A3G, ssDNA deamination FAM/TAMRA fluorescence | inhibition, % at 20 µM | actives 0.28% (n = 330,000) | AID 493012;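 active means inhibition of at least 40% at 20 µM, with no more than 30% in the related APOBEC3A deaminase screen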;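 further: plate controls were DMSO wells with A3G for no effect and wells lacking A3G enzyme for full effect; some compounds called inactive have numbers as strong as hits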
NALP3 yeast inh: blocks the NALP3 inflammasome reconstituted in yeast. inhibition, % at 10 µM. AID 2825. actives 0.39% (n = 330,000). Yeast reconstituted NLRP3/ASC/caspase-1, beta-gal luminescence, 24 h;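 active means inhibition of 50% or more; inactive means inhibition below 50%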;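 further: plate controls were induced DMSO wells for no effect and uninduced yeast grown without galactose for full effect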
mIAP inh: mouse IAP inhibition. inhibition, % at 10 µM. AID 2806. actives 0.2% (n = 330,000). purified mouse IAP, CDP-Star luminescence, 30 min;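 active means inhibition of at least 40% at 10 µM in the primary screen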;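 further: plate controls were DMSO with enzyme for no effect and no enzyme wells for full effect; values of inactives mirror those of a sister screen read the other way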
SENP1 FRET inh: blocks the human SENP1 SUMO protease catalytic domain; Q9P0U3; recombinant SENP1 catalytic domain, CyPet-SUMO1-YPet FRET cleavage; inhibition, % at 10 µM; actives 0.21% (n = 360,000); AID 624204;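 active means inhibition at least 30% at 10 µM, raw YFP signal under a set limit, fluorescence ratio 0.5 to 1.5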;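 further: 0% = enzyme with DMSO and 100% = no enzyme wells; some results filed as inactive read as strong as hits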
Target sequence (Q9P0U3 419-644 limits assumed): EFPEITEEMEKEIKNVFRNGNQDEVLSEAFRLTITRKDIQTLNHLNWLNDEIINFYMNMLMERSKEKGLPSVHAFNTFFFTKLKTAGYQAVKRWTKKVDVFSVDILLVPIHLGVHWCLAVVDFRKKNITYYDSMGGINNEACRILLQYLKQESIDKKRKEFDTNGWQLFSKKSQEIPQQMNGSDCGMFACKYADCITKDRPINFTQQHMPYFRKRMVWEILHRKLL
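Test system: human SENP1 catalytic domain; medium: Tris pH 8 buffer plus EDTA, NaCl, BME, BSA, NP40, catalase; incubation: 50 min reaction at room temperature; technique: FRET, CFP and YFP emission; controls: no-enzyme low control and enzyme-plus-DMSO high control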
hIAP block: blocks human intestinal alkaline phosphatase; actives 0.12% (n = 330,000); purified IAP, CDP-Star luminescence, 30 min; P09923; inhibition, % at 10 µM;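 active means inhibition reaching a set limit with compound at 10 µM in the primary screen, cut at about 35% in these data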;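 further: plate controls were DMSO wells with enzyme for no effect and no-enzyme buffer wells for full effect; values of inactives mirror those of a sister screen read the other way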
* hit, by the source's call.

The line under a structure holds: MIN6 prolif | APOBEC3A inh | hIAP act | mIAP activ | A3G deaminase | NALP3 yeast inh | mIAP inh | SENP1 FRET inh | hIAP block
- Cc1cccc(-c2cccc(NC(=O)C3CCCN(C(=O)c4csc(C)n4)C3)c2)c1 (stereo not given)
→ -7 | -3 | 1.6 | 1.5 | -1 | 13 | -48 | 2 | -57
- CN(C)c1ccc(/C=N/NC(=O)C(O)(c2ccccc2)c2ccccc2)o1
→ 2 | -1 | 1 | 0.83 | -4 | 12 | 17 | -8 | -2
- O=C(CSc1nc2ccc(NC(=O)c3ccccc3C(=O)O)cc2s1)Nc1ccc(F)c([N+](=O)[O-])c1
→ -1 | 0 | 1 | 0.91 | -5 | 7 | 9 | 7 | -3
- COC(C(=O)Nc1ccnn1C1CCN(Cc2cnn(C)c2)CC1)c1ccccc1 (stereo not given)
→ 0 | 2 | 1.1 | 1 | -6 | 7 | -4 | -1 | -8
- Cc1ccccc1OCC(=O)Nc1nnc(C2CC2)s1
→ -5 | -3 | 0.96 | 1.1 | -2 | 25 | -13 | -1 | 4
- CN(CCc1ccccn1)C(=O)CC1C(=O)NCCN1Cc1ccc(-c2ccccc2)cc1 (stereo not given)
→ 0 | 0 | 0.97 | 1 | -7 | -1 | -2 | -4 | 3
- COC(=O)c1cc(S(=O)(=O)N2c3ccccc3CC2C)c[nH]1 (stereo not given)
→ -1 | -3 | 1.2 | 1 | -4 | 10 | -2 | 1 | -20
- Cc1c(NC(=O)c2c(F)c(F)c(F)c(F)c2F)c(=O)n(-c2ccccc2)n1C
→ -4 | 0 | 1.1 | 0.98 | -5 | -4 | 2 | -1 | -13
- CCCCC(=O)Nc1nnc(S(=O)(=O)N(C)Cc2ccco2)s1
→ 5 | 0 | 1.1 | 0.97 | -4 | 10 | 3 | 1 | -7
- CC(OC(=O)c1cccnc1Cl)C(=O)NCc1ccccc1 (stereo not given)
→ 0 | -4 | 0.97 | 0.85 | -7 | -4 | 15 | 4 | 3
- CC(=O)Nc1sc(N)nc1-c1ccccc1
→ -3 | -2 | 1 | 0.96 | -7 | -1 | 4 | 0 | 0
- CSc1nsc2nc(=O)c(/C=C3\C=Nc4ccccc43)c(N)n12
→ -2 | 4 | 0.93 | 0.88 | -1 | 46 | 12 | -102 | 7
- CCn1c(=O)c(=O)[nH]c2cc(C(=O)N3CCN(c4ccccc4F)CC3)ccc21
→ -2 | 1 | 1 | 1 | -2 | 4 | -2 | -7 | -4
- CCOC(=O)c1nc(NCc2ccccc2F)c2ccccc2n1
→ 0 | 1 | 1.3 | 0.98 | 1 | 9 | 2 | 3 | -26
- CCOC(=O)C1CC2CC(C1)CN(C(=O)C1CCCCC1)C2 (stereo not given)
→ -2 | 4 | 0.96 | 0.97 | 1 | 7 | 3 | 2 | 4
- CC(C)CCNC(=O)NC(=O)COC(=O)C1CCN(S(=O)(=O)c2ccccc2F)CC1
→ 1 | -1 | 1.2 | 0.81 | 1 | -9 | 19 | 1 | -19
- O=C(COC(=O)c1cc(Cl)ccc1O)NNC(=O)c1ccc([N+](=O)[O-])cc1
→ -3 | 0 | 1 | 0.95 | -9 | 3 | 5 | 2 | -1
- Cc1c(C(=O)Nc2nc3ccccc3[nH]2)oc2c(Cl)cccc12
→ -6 | -3 | 0.96 | 0.92 | -6 | 29 | 8 | -2 | 4
- CN(C)CCOc1ccc(-c2c(-c3ccccc3)sc3ccccc23)cc1
→ -6 | -5 | 0.83 | 1.1 | -8 | 30 | -5 | 1 | 17
- CNC(=O)COC(=O)c1ccc(Cl)c(S(=O)(=O)N2CCCC2)c1
→ -1 | 1 | 0.88 | 0.95 | -4 | 8 | 5 | 4 | 12

The line under a structure holds: MIN6 prolif | APOBEC3A inh | hIAP act | mIAP activ | A3G deaminase | NALP3 yeast inh | mIAP inh | SENP1 FRET inh | hIAP block
- O=C1OC(c2ccc(Br)cc2)=N/C1=C\c1ccco1
→ -3 | 0 | 1.2 | 0.94 | 10 | 14 | 6 | 2 | -24
- CC(C)(C)c1cc2nc3c(c(=O)n2[nH]1)CN(Cc1ccccc1)C3=O
→ -3 | -2 | 0.92 | 1 | -5 | 20 | 0 | -14 | 8
- N#Cc1c(/N=C/c2ccc(-c3ccc(C(=O)O)c(Cl)c3)o2)sc2c1CCCC2
→ -4 | 1 | 0.81 | 0.76 | -4 | 10 | 24 | 2 | 19
- O=C1CC(c2ccccc2)c2ccccc21 (stereo not given)
→ 4 | 1 | 0.92 | 1.1 | 0 | -10 | -5 | 2 | 8
- CCc1ccc2c(c1)c1nc(C)sc1n2CC
→ 0 | -4 | 0.9 | 0.92 | -5 | -12 | 8 | 4 | 10
- Cc1ccc(NC(=O)CC2NCCNC2=O)cc1 (stereo not given)
→ 1 | -5 | 0.85 | 1 | -6 | 0 | -2 | 1 | 15
- Cc1onc(-c2ccccc2Cl)c1C(=O)Nc1sc2c(c1C#N)CCC2
→ -4 | -3 | 1.1 | 0.89 | -5 | 26 | 11 | -45 | -6
- CO/N=C(/CNC(=O)c1ccc(Cl)cc1Cl)c1ccc(Cl)cc1
→ -3 | 1 | 1 | 1 | -4 | 20 | -2 | 0 | 0
- COc1cc(C2NC(=O)NC(c3ccccc3)=C2C(C)=O)c(Br)cc1OCC(N)=O (stereo not given)
→ -2 | 0 | 0.73 | 0.95 | -9 | -3 | 5 | -3 | 27
- Cc1ccc(-c2nc3ncccc3o2)cc1N
→ -1 | -4 | 0.89 | 0.92 | 1 | 13 | 8 | 0 | 11
- CCOC(=O)N/N=C/c1c(C)nn(-c2cccc(C(F)(F)F)c2)c1Cl
→ 0 | 2 | 0.99 | 1.1 | 1 | 20 | -10 | -1 | 1
- O=C(Oc1ccc(OC(=O)c2ccncc2)cc1)c1ccncc1
→ -7 | 6 | 0.93 | 1.1 | 19 | 16 | -6 | 3 | 7
- Cc1cc(Cc2ccc([N+](=O)[O-])cc2)c(C)cn1
→ -1 | -7 | 1.1 | 0.9 | -9 | 6 | 10 | 1 | -7
- CC1(c2ccc3noc(-c4ccccc4)c3c2)OCCO1
→ -2 | -1 | 0.94 | 1 | 0 | -15 | -1 | -8 | 6
- COc1ccc(NC(=O)c2cc(-c3ccc(C)cc3)on2)cc1OC
→ 1 | -3 | 1.2 | 0.96 | 0 | 6 | 4 | 1 | -16
- O=C(C1CCN(S(=O)(=O)c2ccc3c(c2)OCCO3)CC1)N1CCc2ccccc21
→ 1 | -1 | 1.1 | 1 | -3 | 12 | 0 | 0 | -13
- CCOC(=O)C(Cc1ccccc1)c1ccnc2nc(N)nn12 (stereo not given)
→ -1 | -3 | 0.94 | 1 | -5 | 8 | -3 | 0 | 6
- CCC(C)(C(=O)Nc1ccccc1C)N(C(=O)CNC(C)=O)c1ccccc1C (stereo not given)
→ -2 | 1 | 1 | 1 | -4 | 13 | -2 | 0 | -5
- COc1cc(C(=O)N(C)C2CCCN(Cc3ccccc3F)C2)cc(OC)c1OC (stereo not given)
→ -1 | -7 | 0.85 | 1 | -13 | 7 | -1 | 0 | 14
- Cc1nn(C(C)(C)C)c(OC(=O)CC(C)C)c1S(=O)(=O)c1ccccc1
→ -5 | -2 | 1 | 0.91 | -7 | -10 | 9 | -1 | -2

The line under a structure holds: MIN6 prolif | APOBEC3A inh | hIAP act | mIAP activ | A3G deaminase | NALP3 yeast inh | mIAP inh | SENP1 FRET inh | hIAP block
- COC(=O)C1SCC2C(=O)N(Cc3ccc(Cl)c(Cl)c3)CC(=O)N21 (stereo not given)
→ 0 | -1 | 1.1 | 1 | -5 | 1 | -4 | 2 | -11
- COc1ccc(NC(=O)NS(=O)(=O)c2ccc(C)cc2)cc1OC
→ -1 | -4 | 1 | 0.95 | -2 | 1 | 5 | 2 | -3
- Cc1cc(=O)[nH]c(SCC(=O)N2CCC(C(N)=O)CC2)n1
→ -1 | -2 | 0.83 | 0.93 | -8 | 19 | 7 | -2 | 17
- OCCOc1ccc(C2=NCCO2)cc1
→ 0 | 1 | 0.86 | 0.97 | 0 | -5 | 3 | -3 | 14
- O=C(CSc1nnc(CNC(=O)c2ccccc2F)o1)NCC1CCCO1 (stereo not given)
→ 0 | -1 | 1.2 | 1.1 | -3 | 10 | -6 | 3 | -16
- COc1ccc2[nH]c(C(=O)NCc3ccccc3)c(C)c2c1
→ 0 | 3 | 1.1 | 1.2 | -4 | 22 | -20 | 2 | -9
- C=CCNC(=O)c1ccc(-n2cccc2)cc1
→ 0 | -2 | 0.91 | 0.92 | -6 | 17 | 8 | 2 | 9

Gathered by group, the entries above containing four or more nitrogen atoms
The line under a structure holds: MIN6 prolif | APOBEC3A inh | hIAP act | mIAP activ | A3G deaminase | NALP3 yeast inh | mIAP inh | SENP1 FRET inh | hIAP block
- O=C(CSc1nc2ccc(NC(=O)c3ccccc3C(=O)O)cc2s1)Nc1ccc(F)c([N+](=O)[O-])c1
→ -1 | 0 | 1 | 0.91 | -5 | 7 | 9 | 7 | -3
- COC(C(=O)Nc1ccnn1C1CCN(Cc2cnn(C)c2)CC1)c1ccccc1 (stereo not given)
→ 0 | 2 | 1.1 | 1 | -6 | 7 | -4 | -1 | -8
- CN(CCc1ccccn1)C(=O)CC1C(=O)NCCN1Cc1ccc(-c2ccccc2)cc1 (stereo not given)
→ 0 | 0 | 0.97 | 1 | -7 | -1 | -2 | -4 | 3
- CCCCC(=O)Nc1nnc(S(=O)(=O)N(C)Cc2ccco2)s1
→ 5 | 0 | 1.1 | 0.97 | -4 | 10 | 3 | 1 | -7
- CSc1nsc2nc(=O)c(/C=C3\C=Nc4ccccc43)c(N)n12
→ -2 | 4 | 0.93 | 0.88 | -1 | 46 | 12 | -102 | 7
- CCn1c(=O)c(=O)[nH]c2cc(C(=O)N3CCN(c4ccccc4F)CC3)ccc21
→ -2 | 1 | 1 | 1 | -2 | 4 | -2 | -7 | -4
- CC(C)(C)c1cc2nc3c(c(=O)n2[nH]1)CN(Cc1ccccc1)C3=O
→ -3 | -2 | 0.92 | 1 | -5 | 20 | 0 | -14 | 8
- CCOC(=O)N/N=C/c1c(C)nn(-c2cccc(C(F)(F)F)c2)c1Cl
→ 0 | 2 | 0.99 | 1.1 | 1 | 20 | -10 | -1 | 1
- CCOC(=O)C(Cc1ccccc1)c1ccnc2nc(N)nn12 (stereo not given)
→ -1 | -3 | 0.94 | 1 | -5 | 8 | -3 | 0 | 6
- Cc1cc(=O)[nH]c(SCC(=O)N2CCC(C(N)=O)CC2)n1
→ -1 | -2 | 0.83 | 0.93 | -8 | 19 | 7 | -2 | 17
- O=C(CSc1nnc(CNC(=O)c2ccccc2F)o1)NCC1CCCO1 (stereo not given)
→ 0 | -1 | 1.2 | 1.1 | -3 | 10 | -6 | 3 | -16

An excerpt (hit frequency here may not be typical).
